Screens (PubChem BioAssay)
TEAD-YAP block – TEAD-YAP interaction inhibition; 640,000 tested, 1.4% active; inhibition, % at 9.12 µM; HEK-TIYL cells, TEAD-Gal4/YAP UAS-luciferase luminescence; AID 1259422; in the data active = inhibition above about 32%;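 note: 0% = median of test compound wells and 100% = reference inhibitor wells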
MITF inh – blocks human microphthalmia-associated transcription factor; 650,000 tested, 0.91% active; O75030; AID 1259374; AlphaScreen MITF homodimerization, bead proximity signal; inhibition, % at 2.6 µM; in the data active = inhibition above about 50%;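 note: 0% = vehicle wells with protein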
GPR151 ag – activates the human receptor GPR151; Q8TDV0; PathHunter beta-arrestin GPR151 cells, luminescence; activation, % at 11.2 µM; 650,000 tested, 1% active; AID 1508602; in the data active = activation above about 4.9%;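 note: 0% = median of compound wells and 100% = cells with positive control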
Target sequence (Q8TDV0 whole entry, looked up): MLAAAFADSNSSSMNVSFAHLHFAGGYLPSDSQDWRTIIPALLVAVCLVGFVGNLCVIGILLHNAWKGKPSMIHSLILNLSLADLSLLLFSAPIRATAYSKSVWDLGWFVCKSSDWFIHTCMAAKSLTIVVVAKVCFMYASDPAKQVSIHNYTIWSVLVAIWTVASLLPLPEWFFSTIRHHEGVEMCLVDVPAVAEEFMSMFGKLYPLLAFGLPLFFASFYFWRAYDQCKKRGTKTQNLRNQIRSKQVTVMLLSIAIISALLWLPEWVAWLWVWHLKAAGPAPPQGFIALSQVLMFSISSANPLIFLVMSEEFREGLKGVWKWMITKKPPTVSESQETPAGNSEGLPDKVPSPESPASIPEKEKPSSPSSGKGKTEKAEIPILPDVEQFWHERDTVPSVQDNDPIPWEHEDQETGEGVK
FBW7 act – activators of human E3 ligase FBW7; Q969H0; AlphaScreen FBW7–phospho-cyclin E peptide binding, activator screen; normalized activity (activation), % at 26.1 µM; 650,000 tested, 0.13% active; AID 1259310; in the data active = normalized activity above about 1.9%;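 note: purified mutant Fbw7 with reduced substrate affinity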
Target sequence (Q969H0 whole entry, looked up): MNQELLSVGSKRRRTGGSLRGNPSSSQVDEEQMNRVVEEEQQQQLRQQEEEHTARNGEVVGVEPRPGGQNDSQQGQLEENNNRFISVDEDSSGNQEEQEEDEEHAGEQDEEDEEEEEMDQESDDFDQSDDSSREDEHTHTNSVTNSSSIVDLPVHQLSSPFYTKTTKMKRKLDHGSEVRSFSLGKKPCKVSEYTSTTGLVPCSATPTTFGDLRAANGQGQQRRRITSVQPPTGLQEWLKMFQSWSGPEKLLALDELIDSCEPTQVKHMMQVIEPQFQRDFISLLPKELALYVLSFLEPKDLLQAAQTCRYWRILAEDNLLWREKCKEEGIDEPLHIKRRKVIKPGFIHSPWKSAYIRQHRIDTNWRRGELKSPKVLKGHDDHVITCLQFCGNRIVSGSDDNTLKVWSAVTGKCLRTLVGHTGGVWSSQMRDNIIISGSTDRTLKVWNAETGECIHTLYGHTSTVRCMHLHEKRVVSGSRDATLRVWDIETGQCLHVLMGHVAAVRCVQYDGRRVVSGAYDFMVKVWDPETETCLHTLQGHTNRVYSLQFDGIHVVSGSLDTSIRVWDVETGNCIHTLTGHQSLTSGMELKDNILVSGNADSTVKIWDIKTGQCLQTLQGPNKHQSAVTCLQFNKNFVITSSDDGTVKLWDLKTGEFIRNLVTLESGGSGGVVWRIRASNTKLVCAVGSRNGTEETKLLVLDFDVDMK
Numbers without * were called inactive.

SMILES	TEAD-YAP block	MITF inh	GPR151 ag	FBW7 act
O=C(OCCN1CCCC1)C1(c2ccccc2)CCCC1	2	-2	1.4	-0.2
CCc1cccc(NC(=O)CN(C2=NC3CS(=O)(=O)CC3S2)c2cccc(C)c2)c1 (centres undefined)	7	0	13*	-0.7
Cc1cn2c3c(=O)n(CCC(C)C)c(=O)n(C)c3nc2n1C1CCCCC1	3	5	2.3	0.0
Cn1ccnc1CN1CCN(c2nc3nonc3nc2N2CCSCC2)CC1	2	-6	-0.2	-0.2
O=C(c1cnn2cccnc12)N1C2CCC1CC(c1ccc(F)cc1)C2 (centres undefined)	4	7	-0.4	0.0
C=CCn1c(SCC(=O)Nc2sc3c(c2C(=O)OCC)CCC(C)C3)nc2sc3c(c2c1=O)CCCC3 (centres undefined)	-8	4	-0.5	-0.2
O=S(=O)(Nc1ccc2c(c1)CCC2)c1cccc2cccnc12	0	-7	-0.2	-0.1
COC(=O)c1nnn(CC(=O)NC(=O)Nc2ccc(F)cc2)c1C(=O)OC	-1	-4	0.5	0.0
Cn1ccnc1SCC(=O)c1c[nH]c2ccccc12	-48	8	-6.6	0.0
O=C(Nc1ccc(N2CCC(NCCc3ccccc3Cl)CC2)cc1)c1cnccn1	3	-12	-0.5	-0.3
Cc1nc(NC(=O)COc2ccc([N+](=O)[O-])cc2)ccc1I	1	15	-0.8	0.1
CCN1CCN(c2ccc(NC(=O)c3ccccc3C)cc2)CC1	-24	5	-7.7	0.1
CNc1c(NS(=O)(=O)c2cc(OC)ccc2OC)c(=O)oc2ccccc12	0	9	-0.3	0.3
O=C(COc1ccc2ccccc2c1)N1CCN(c2ccc([N+](=O)[O-])cc2)CC1	-12	4	-0.9	-0.2
COc1ccc(OCC2c3cc(OC)c(OC)cc3CCN2C(=O)/C=C/c2ccc(OC)c(OC)c2)cc1 (centres undefined)	-10	7	0.7	0.0
Cc1ccc(-c2csc3ncnc(SCC(=O)Nc4nnc(C)s4)c23)cc1	2	22	1.0	0.1
CCCCn1c(=O)c2sccc2n2c(CCC(=O)N3CCN(c4ccccc4)CC3)nnc12	7	0	0.1	0.0
Cc1ccc2nc3sc(C(=O)Nc4cccc([N+](=O)[O-])c4)c(N)c3cc2c1	-19	6	1.5	-0.2
CC(=O)c1cccc(N=c2oc3c(C)ncc(CO)c3cc2C(N)=O)c1	-1	-12	0.4	-0.2
Clc1c(CSc2nncn2-c2ccccc2)nc2ccccn12	-4	6	-1.7	0.6
Cn1cnnc1Sc1ccc(C(=O)O)cc1[N+](=O)[O-]	7	4	2.6	0.1
NNC(=O)c1cc(-c2ccccc2)nc2nc(NC3CCCCC3)sc12	-17	12	-2.8	0.5
O=C(CN1C(=O)c2ccc([N+](=O)[O-])cc2C1=O)N1CCOCC1	-3	-6	-1.1	0.5
COc1cc(C=O)ccc1OCc1cccc(C(=O)O)c1	71*	-4	4.9	0.4
Cc1ccc(-c2cnc(N3CCN(C)CC3)nc2)cc1	-38	-6	-0.3	0.0
CS(=O)(=O)N(CC(=O)NC1CC1)c1cccc(Cl)c1	2	0	0.2	-0.1
Cc1ccc(CNCCSc2nnnn2C)cc1	-4	-5	-0.2	0.0
Cc1ccc(C2=N/C(=C\c3cccc(Br)c3)C(=O)O2)cc1	8	10	0.6	0.1
CC(C)Oc1ccccc1C1NC(=O)CCC1[N+](=O)[O-] (centres undefined)	10	-2	-0.7	0.0
O=C1C=C(NCc2ccc(Cl)cc2)CCC1	-5	9	0.7	-0.2
Cc1cc(/C=N/O)c(C)n1-c1cccc(Cl)c1	2	17	-0.4	-0.1
O=C(C1CCCC1)N1CCc2nc(-c3ccccc3)[nH]c(=O)c2C1	3	4	1.0	0.0
O=C(NCC1CCC2(CCN(Cc3ccsc3)CC2)O1)c1ccccc1 (centres undefined)	-1	-2	2.0	0.0
C=CCN1C(=O)/C(=C\c2cc(C)ccc2O)SC1=S	-3	-3	-0.5	-0.2
O=C(CSc1nnc(NC(=O)Cc2cccs2)s1)Nc1ccc2c(c1)OCCO2	-4	-3	-1.2	-0.1
COc1ccc(-n2ncc(C(=O)N3CCN(Cc4ccc5c(c4)OCO5)CC3)c2-n2cccc2)cc1	-3	-7	1.4	-0.2
COc1cccc(OCC2COS(=O)O2)c1 (centres undefined)	-7	3	1.4	-0.2
CCOC(=O)CSc1nc2ccccc2c(=O)n1CCCCCC(=O)NCc1ccco1	-8	3	-0.8	-0.3
CC1CN(C(=O)Cn2cnc3c(nnn3-c3ccc(Br)cc3)c2=O)CC(C)O1 (centres undefined)	9	12	3.1	0.2
CC1(C)CC(N2CN=C(N)N(C#N)C2)CC(C)(C)N1	0	-8	1.8	-0.3
Cc1ccc([N+](=O)[O-])cc1S(=O)(=O)N1CCN(c2cccc(C)c2C)CC1	4	-8	-0.8	-0.2
CCCCN(C)C(=O)CCCNC(=O)Cn1cnc2sc3c(c2c1=O)CCCC3	4	2	1.4	-0.1
Cc1ccc(/C=N/NC(=O)c2ccc3c(c2)OCO3)c(O)c1	56*	7	1.4	0.0
Cc1ccc(F)cc1NCN1C(=O)CSC1=O	3	-1	1.1	0.2
CC(C)CCC(=O)NCC1CCC2(CCN(Cc3cccnc3)CC2)O1 (centres undefined)	2	-4	0.2	0.0
Cc1nc2ccccc2c2oc(C(=O)NCCCN3CCOCC3)cc12	10	16	-0.6	0.0
COc1cccc(NC(=S)N(CCCN2CCCCCC2)Cc2ccco2)c1	4	-9	0.3	-0.1
CCOC(=O)c1ccc(N2C(=O)C(CC(=O)Nc3ccc(OC)cc3)N(CCCN3CCN(CC)CC3)C2=S)cc1 (centres undefined)	-2	-18	1.9	-0.1
COc1ccc(Br)cc1/C=C1/C(=O)N(C)C(=S)N1C	4	2	0.5	-0.1
CC(C)N(CCNC(=O)c1cccc(-c2ccc(C(=O)NC3CC3)cc2)n1)C(C)C	-5	21	-1.9	0.1
Next section.
SMILES	TEAD-YAP block	MITF inh	GPR151 ag	FBW7 act
O=C(NC1CCCCC1)/C(=C/c1ccc(Cl)cc1)NC(=O)c1ccccc1	8	8	0.4	-0.1
COCCNC(=O)CN(C(=O)c1snc(C(N)=O)c1N)c1ccc(F)cc1	-8	5	-1.1	0.1
COc1cc2c(cc1OC)C(COc1ccc(F)cc1)N(C(=O)Cc1ccc(F)cc1)CC2 (centres undefined)	2	-4	0.9	0.8
Cc1cc(C(=O)Nc2cccnc2)sc1-c1ccccc1	-72	-3	-0.7	0.0
CCOC(=O)C1(CO)NC(c2cc(OC)ccc2OC)C2C(=O)N(CC)C(=O)C21 (centres undefined)	1	7	-0.1	0.0
CC(C)N(CCNC(=O)Cc1cn(-c2ccc(Nc3ccc(C(F)(F)F)cc3)nn2)c2ccccc12)C(C)C	-6	19	-0.7	0.4
O=C(NCC1CCCN1S(=O)(=O)c1cccs1)C(=O)Nc1cccc(F)c1 (centres undefined)	-22	4	-2.1	0.2
CS(=O)(=O)N1CCc2cc(NS(=O)(=O)c3ccc(F)cc3)ccc21	6	10	-0.9	0.3
COCCNc1nc(-c2ccc[nH]2)cs1	3	23	2.2	0.0
O=C(O)CC1S/C(=N\N=C2\C(=O)Nc3ccccc32)N(c2ccc(O)cc2)C1=O (centres undefined)	-2	15	-0.7	0.4

Only MITF inh, for seven of the compounds above:
| structure | MITF inh |
| --- | --- |
| O=C(NC1CCCCC1)/C(=C/c1ccc(Cl)cc1)NC(=O)c1ccccc1 | 8 |
| O=C(NCC1CCCN1S(=O)(=O)c1cccs1)C(=O)Nc1cccc(F)c1 (centres undefined) | 4 |
| O=C(O)CC1S/C(=N\N=C2\C(=O)Nc3ccccc32)N(c2ccc(O)cc2)C1=O (centres undefined) | 15 |
| CC(C)N(CCNC(=O)Cc1cn(-c2ccc(Nc3ccc(C(F)(F)F)cc3)nn2)c2ccccc12)C(C)C | 19 |
| CCOC(=O)C1(CO)NC(c2cc(OC)ccc2OC)C2C(=O)N(CC)C(=O)C21 (centres undefined) | 7 |
| Cc1cc(C(=O)Nc2cccnc2)sc1-c1ccccc1 | -3 |
| COCCNC(=O)CN(C(=O)c1snc(C(N)=O)c1N)c1ccc(F)cc1 | 5 |

Later entries:
SMILES	TEAD-YAP block	MITF inh	GPR151 ag	FBW7 act
CCOC(=O)CNc1c(NCCc2ccc(Cl)cc2)c(=O)c1=O	0	11	0.6	0.0
Cc1ccccc1C(=O)N1CCc2cc(-c3csc(NC(=O)CN4CCCC4)n3)ccc21	-7	-4	-0.1	-0.2
O=C(COC(=O)c1ccc(NS(=O)(=O)c2ccccc2)cc1)c1cccc([N+](=O)[O-])c1	3	5	0.0	0.7
Nc1cc(Nc2ccccc2)c2nonc2c1[N+](=O)[O-]	0	4	0.5	-0.1
Cc1cc(NC(=O)CSc2cn(CC(=O)N(C(C)C)C(C)C)c3ccccc23)no1	-5	-9	-2.0	-0.4
COc1ccc(NC(=O)c2cc3c(=O)n4ccccc4nc3n2C)cc1OC	-2	4	-0.6	0.0
CCCCOc1ccccc1C1NC(=O)NC(C)=C1C(=O)OC (centres undefined)	5	14	0.7	0.0
CN(C)S(=O)(=O)c1ccc(/C(O)=C2/C(=O)C(=O)N(CCN3CCOCC3)C2c2cccc(Br)c2)cc1 (centres undefined)	-8	5	-0.6	0.0
CCOC(=O)C1=CN(C(C)C)C=C(C(=O)OCC)C1c1ccccc1Cl	0	-3	-0.8	1.2
Cc1ccc(C2CC(c3cccs3)=NN2C(=O)CSCc2ccco2)cc1 (centres undefined)	-5	22	1.1	-0.2
COCCCNC(=O)/C(C#N)=C/c1cn(Cc2ccccc2F)c2ccccc12	27	-2	2.2	0.0
CN(Cc1ccccc1)C(=O)Cn1cc2c(n1)CCCC2	6	9	-1.5	0.1
CCOc1ccc(S(=O)(=O)NCCC(=O)OCC(=O)Nc2ccccc2C#N)cc1	3	-6	-0.6	-0.1
O=c1oc2c(O)c(O)ccc2c2c1CCC2	2	12	-2.5	0.7
Cn1ncc(N2CCN(C(=O)c3ccc(Cl)cc3)CC2)c(Cl)c1=O	8	-3	3.1	0.2
Cc1cc(Cl)cc2sc(N(CC3CCCO3)C(=O)c3ccc(N4C(=O)CCC4=O)cc3)nc12 (centres undefined)	1	12	1.1	0.1
Cc1ccc(CN2CCC(C(=O)N3CCC(C)CC3)CC2)o1	4	33	0.2	-0.1
N#Cc1c(N2CCc3ccccc32)nc(N)c2c(N)nc(SCC(=O)O)cc12	-10	-1	-1.2	0.1
O=C(Nc1nc2ncccc2cc1-c1ccccc1)C1CCCC1	-3	-19	-0.1	0.2
COCCn1c2ccccc2n2c(=O)n(CC(=O)N3CCCCC3C)nc12 (centres undefined)	-4	-4	1.6	0.1

Overlap with the part before: two compounds, then new ones.
SMILES	TEAD-YAP block	MITF inh	GPR151 ag	FBW7 act
O=C(Nc1nc2ncccc2cc1-c1ccccc1)C1CCCC1	-3	-19	-0.1	0.2
COCCn1c2ccccc2n2c(=O)n(CC(=O)N3CCCCC3C)nc12 (centres undefined)	-4	-4	1.6	0.1
Cc1cc(NC(=O)c2cn(-c3ccc(Cl)cc3)c(=O)c3ccccc23)no1	4	3	0.7	0.8
CC(C)Cn1cc(C(=O)NC(C)C)c(=O)c(C(=O)N2CCCCC2C)c1 (centres undefined)	-2	15	-0.4	0.0
C=CCNC(=O)CCCOc1ccc(Cl)cc1	6	14	1.3	0.1
CCOC(=O)C1(Cc2ccccc2)CCCN(C(=O)c2csc(C(C)=O)c2)C1 (centres undefined)	-58	2	-1.1	0.1
COc1ccc(Cn2c(SCC(=O)NCc3ccco3)nc3ccsc3c2=O)cc1	-8	7	1.6	-0.4
COCC1CCCN(CC(=O)Nc2ccccc2F)C1 (centres undefined)	-5	28	1.6	-0.1
COCCOC(=O)c1c(C)oc2ccc(NS(=O)(=O)c3ccc(C)cc3C)cc12	-1	13	-0.3	0.8
CCOC(=O)C1CCN(C(=O)C2(NC(=O)NCc3ccccc3)CCCCC2)CC1	8	11	1.3	0.1
Cc1ccc(N2CCN(c3ccc(C)cc3)C2c2ccccc2Cl)cc1	4	8	1.4	0.0
COc1cc(NC(=O)CCC(=O)O)ccc1NC(C)=O	3	1	0.4	-0.1
Cc1ccc(N2C(=O)C3CC=C(c4ccccc4)CC3C2=O)cc1 (centres undefined)	5	6	-0.4	0.0
CCOc1ccc(/C(O)=C2/C(=O)C(=O)N(Cc3cccnc3)C2c2ccc(C(C)C)cc2)cc1 (centres undefined)	-5	1	1.4	0.1
O=C(COc1ccccc1)N[C@@H]1c2ccccc2C2(CCN(Cc3ccoc3)CC2)[C@H]1O	2	-6	-0.4	-0.1
O=C(CCOc1ccccc1)Nc1cnn(CC(=O)N2CCCC(O)C2)c1 (centres undefined)	10	7	1.1	0.5
NC(=O)c1sc2c(c1N)C(c1ccccc1Cl)CC(=O)N2 (centres undefined)	-17	0	0.1	-0.1
Cn1c(=O)n(CC(=O)NC2CCCC2)c2cccnc21	1	4	-0.6	0.1
Cc1ccc(NC(=S)NNC(=O)NC2CCCCC2)cc1	-46	18	-0.7	0.0
Cc1cc(C)c(NC(=O)c2ccccc2C(=O)O)c(Cl)c1	0	2	-0.8	0.3
O=C(Nc1ccc([N+](=O)[O-])cc1Cl)c1cccc(Br)c1	3	7	1.8	-0.1

Retrieved by compound from above, 4 records:
SMILES	TEAD-YAP block	MITF inh	GPR151 ag	FBW7 act
Cc1ccc([N+](=O)[O-])cc1S(=O)(=O)N1CCN(c2cccc(C)c2C)CC1	4	-8	-0.8	-0.2
CC(C)Oc1ccccc1C1NC(=O)CCC1[N+](=O)[O-] (centres undefined)	10	-2	-0.7	0.0
Cc1ccccc1C(=O)N1CCc2cc(-c3csc(NC(=O)CN4CCCC4)n3)ccc21	-7	-4	-0.1	-0.2
O=C(Nc1nc2ncccc2cc1-c1ccccc1)C1CCCC1	-3	-19	-0.1	0.2
